Screening results deposited in PubChem by NCI.
NCI-60 one-dose screen, 48 h, at 10 µM unless noted. Numbers give growth in % (100 = growth as untreated, 0 = no growth, -100 = all killed).
HOP-92 = HOP-92 NSCLC cells. 6.3% of 71,000 active
HOP-62 = HOP-62 NSCLC | 3.9% of 80,000 active
A549/ATCC = A549/ATCC NSCLC. 3.7% of 81,000 active. AID 1794740
LOX IMVI = LOX IMVI melanoma. 7.4% of 79,000 active
CCRF-CEM = CCRF-CEM leukemia; 7% of 77,000 active
EKVX = EKVX NSCLC | AID 1794765 | 3% of 71,000 active
SK-MEL-5 = SK-MEL-5 melanoma; 6.4% of 80,000 active; AID 1794755
M14 = M14 melanoma. 6.2% of 80,000 active
Starred values were filed as active, the others as inactive; / = no result given; & = joins results of further samples; [ ] = remark or other dose. The calls were made as follows: active = growth percent below 10; inactive = the rest. This is a subset (hit frequency here may not be typical).

SMILES	HOP-92	HOP-62	A549/ATCC	LOX IMVI	CCRF-CEM	EKVX	SK-MEL-5	M14
CN(C)C1C(=O)C(C(=O)NP(=O)(NCCCO)N(CCCl)CCCl)=C(O)C2(O)C(=O)C3=C(O)c4c(O)cccc4C(C)(O)C3CC12 (stereo not drawn)	35.5	/	102.7	95.4	119.0	160.9	105.3	109.2
CCCCC(CC)COC(=O)CCOCCN1CC1 (stereo not drawn)	69.5	125.7	93.9	95.9	136.7	98.1	110.8	101.8
Cc1cc(NC(=O)Oc2ccccc2)ccc1S(=O)(=O)F	/	91.4	103.3	82.7	84.9	/	106.2	106.6
COc1cc(CNCCc2ccc(Cl)cc2)cc(OC)c1O	60.6	83.3	89.8	70.7	46.9	/	72.8	64.8
C[C@]12CCC(=O)C[C@H]1CC[C@@H]1[C@@H]2C(=O)C[C@@]2(C)[C@H]1CC[C@]2(C)O	113.7	113.9	/	105.4	98.7	108.3	101.2	105.0
C[C@]12CC[C@H]3[C@@H](CC[C@]4(O)C[C@@H](O[C@@H]5O[C@H](CO)[C@@H](O[C@@H]6OC[C@@H](O)[C@H](O)[C@H]6O)[C@H](O)[C@H]5O)CC[C@]34C=O)[C@@]1(O)CC[C@@H]2C1=CC(=O)OC1	43.7	-68.4*	-89.8*	-37.3*	-14.5*	-59.9*	-14.1*	23.8
CC1CNCCN1c1ccccc1 (stereo not drawn)	86.4	88.7	101.3	95.5	97.0	101.3	102.2	100.5
CCC1(CCSC#N)C(=O)NC(=O)NC1=O	85.8	94.9	106.0	101.1	103.2	93.2	100.1	94.6
O=[N+]([O-])c1cc([N+](=O)[O-])c(Cl)s1	98.4	117.2	101.2	99.5	91.5	/	108.6	100.9
C=CCN1C(=O)C(CC)(CCC(C)C)C(=O)NC1=S (stereo not drawn)	/	113.1	98.7	108.6	86.3	/	104.9	106.9
CC1(C)N=C(N)N=C(N)N1c1ccc(CC(=O)Nc2cccc(S(=O)(=O)F)c2)cc1	/	98.9	101.6	96.0	/	/	98.5	103.2
COC(=O)C1CC2c3ccccc3C1c1ccccc12 (stereo not drawn)	/	91.3	98.2	94.7	83.4	/	94.0	106.8
[N-]=[N+]=NC(C(=O)O)c1ccccc1 (stereo not drawn)	/	101.1	95.2	100.1	/	99.7	115.9	100.6
C[C@]12C[C@@H](CO)[C@H](O)C[C@@H]1CC[C@@H]1[C@@H]2CC[C@@]2(C)[C@H]1CC[C@]2(C)O	70.9	102.6	91.7	102.3	/	/	102.8	98.1
COc1cccc2c1c(C(=O)C(=O)Nc1ccsc1C(=O)O)cn2Cc1ccc(F)cc1	80.9	93.4	99.8	94.9	99.7	103.9	102.3	101.9

Record cards, from the list above. Order of screens: HOP-92 | HOP-62 | A549/ATCC | LOX IMVI | CCRF-CEM | EKVX | SK-MEL-5 | M14
Listed for CCC1(CCSC#N)C(=O)NC(=O)NC1=O = 85.8 | 94.9 | 106.0 | 101.1 | 103.2 | 93.2 | 100.1 | 94.6
Listed for CCCCC(CC)COC(=O)CCOCCN1CC1 (stereo not drawn) = 69.5 | 125.7 | 93.9 | 95.9 | 136.7 | 98.1 | 110.8 | 101.8
Listed for [N-]=[N+]=NC(C(=O)O)c1ccccc1 (stereo not drawn) = / | 101.1 | 95.2 | 100.1 | / | 99.7 | 115.9 | 100.6
Listed for COc1cc(CNCCc2ccc(Cl)cc2)cc(OC)c1O = 60.6 | 83.3 | 89.8 | 70.7 | 46.9 | / | 72.8 | 64.8
Listed for C[C@]12C[C@@H](CO)[C@H](O)C[C@@H]1CC[C@@H]1[C@@H]2CC[C@@]2(C)[C@H]1CC[C@]2(C)O = 70.9 | 102.6 | 91.7 | 102.3 | / | / | 102.8 | 98.1

(listing goes on)
SMILES	HOP-92	HOP-62	A549/ATCC	LOX IMVI	CCRF-CEM	EKVX	SK-MEL-5	M14
CCC(C)C(=O)OC1C(O)C2C(CN3CC(C)CCC3C2(C)O)C2CC34OC5(O)C(OC(=O)C(C)(O)C(C)O)CCC3(C)C5C(OC(C)=O)C(OC(C)=O)C4C21O (stereo not drawn) (tested in a mixture with another compound)	81.2	/	98.9	97.6	97.7	115.4	97.3	89.4
CC(C)(C)C1COC(=O)C1 (stereo not drawn)	/	109.5	106.7	98.3	102.3	/	98.7	106.6
C[C@]12CCc3sc(Nc4ccc(F)cc4)nc3C1=CC[C@@H]1[C@@H]2CC[C@]2(C)C(=O)CC[C@@H]12	96.8	82.0	79.5	56.6	14.0	78.3	71.3	90.0
Cc1ccc(NC(=O)Oc2ccccc2)cc1S(=O)(=O)F	/	91.4	108.4	92.6	/	/	103.6	105.1
CC(=O)OC1CCC2(C)C(CC(=O)C3C2CCC2(C)C(OC(C)=O)CCC32)C1 (stereo not drawn)	99.2	/	107.8	97.9	99.3	101.9	/	93.9
CCCN(CC(=O)O)N=O	99.0	104.7	122.1	109.0	/	/	103.5	110.2
CCC(CC)(C[N+](=O)[O-])C[N+](=O)[O-]	/	107.5	96.0	95.1	95.5	/	101.0	102.9
O=C(CCl)Nc1ccccc1	96.1	/	104.0	98.7	97.4	/	101.8	102.5
Nc1nc(=S)[nH][nH]1	/	88.9	98.7	101.7	95.2	90.8	97.7	94.2
Cn1c(=O)oc(=O)c2ccccc21	93.4	100.0	102.2	/	96.5	113.6	118.6	102.0
O=c1c2ccccc2[nH]c(=S)n1-c1cccc(Cl)c1	91.1	90.6	93.5	97.2	97.8	105.7	/	101.4
COC(=O)[C@@H](C[C@H](Cc1ccccc1)NC(=O)c1csc([C@@H](C[C@H](C(C)C)N(C)C(=O)[C@@H](NC(=O)[C@H]2CCCCN2C)C(C)C)OC(C)=O)n1)NC(=O)OCc1ccccc1	25.7[9.5 µM]	12.1[9.5 µM]	14.1[9.5 µM]	14.7[9.5 µM]	6.4*[9.5 µM]	51.5[9.5 µM]	-3.6*[9.5 µM]	-41.7*[9.5 µM]
CC1CCN(C(Cc2ccccc2Cl)c2ccccc2)CC1 (stereo not drawn)	100.0	81.2	91.3	75.1	81.7	78.5	97.9	73.8
C[C@H]1[C@H](OC(=O)CCC(=O)N(CCCc2cn(-c3ccc(CN4CCOCC4)cc3)nn2)CCNc2ccnc3cc(Cl)ccc23)O[C@@H]2OC3(C)CC[C@H]4[C@H](C)CC[C@@H]1[C@@]24OO3	-9.6*	56.4	36.0	7.2*	8.2*	49.0	-90.0*	-66.3*
O=C(O)C1C2c3ccccc3C(c3ccccc32)C1C(=O)O (stereo not drawn)	104.7	82.7	71.4	100.5	102.6	102.4	102.7	99.9
OC(c1c(Cl)cccc1Cl)C1CCCCN1 (stereo not drawn)	77.3	101.3	112.9	98.5	101.8	100.5	99.4	104.5
OCCN1CCN(c2ccc(Cl)cc2)CC1	106.9	104.8	98.7	108.3	99.3	119.0	/	106.2
CCCCCC/C=C/c1cc(O)c2c(c1)OC(C)(C)[C@H]1CC[C@H](C)C[C@H]21	98.8	90.5	94.0	94.2	99.5	94.3	97.3	100.3
NC(N)=Nc1ccccc1 (tested in a mixture with another compound)	/	114.4	95.7	104.4	108.7	105.5	112.3	107.5
O=CN1N=C(c2ccc(F)cc2)CC1c1sc(N(CCCl)CCCl)nc1Cl (stereo not drawn)	/	91.1	90.6	101.2	91.3	92.8	98.5	94.2
CN1C2c3ccccc3C3C4c5ccccc5C(C31)C(C2[N+](=O)[O-])N4C (stereo not drawn)	/	112.1	99.5	100.5	93.7	98.5	112.2	110.5
O=C(NC(=S)N1CC1)c1ccccc1	/	104.4	100.5	97.8	103.9	104.8	94.8	102.4
O=NNc1ccccn1	92.1	90.3	95.1	71.1	125.6	109.4	99.3	87.3
C=CCN(CC=C)N=O	89.2	104.9	108.0	102.5	89.5	121.4	107.8	104.5
C/C=C(\CC)C(=O)NC(N)=O	98.7&106.0	103.7&121.8	100.8&104.6	103.2&106.6	106.8&101.6	106.5&123.2	114.2&113.5	106.6&100.9
O=Cc1ccc(C(Cl)(Cl)Cl)nc1	79.0	96.4	94.8	93.1	83.2	104.3	106.1	105.8
COc1ccc2nc(Cl)c(/C=C(\C#N)C(=O)c3cn(Cc4ccccc4)c4ccccc34)cc2c1	109.5	107.9	99.1	97.8	103.8	104.8	/	/
CC/C(=C(\CC)c1ccc(OC(=O)Cc2ccc(N(CCCl)CCCl)cc2)cc1)c1ccc(OC(=O)Cc2ccc(N(CCCl)CCCl)cc2)cc1	98.9	93.4	97.1	92.9	93.6	104.7	102.7	103.4
O=[N+]([O-])c1ccc2c(c1)Cc1cc(O)ccc1-2	/	101.4	69.4	87.0	51.1	66.7	74.0	59.1
NC(N)=N/N=C/C=N/N=C(N)N	131.8	104.4	99.7	107.2	119.9	153.0	111.8	105.3

Arranged by SMILES length (falling): part of the list above.
SMILES	HOP-92	HOP-62	A549/ATCC	LOX IMVI	CCRF-CEM	EKVX	SK-MEL-5	M14
CCCCCC/C=C/c1cc(O)c2c(c1)OC(C)(C)[C@H]1CC[C@H](C)C[C@H]21	98.8	90.5	94.0	94.2	99.5	94.3	97.3	100.3
CN1C2c3ccccc3C3C4c5ccccc5C(C31)C(C2[N+](=O)[O-])N4C (stereo not drawn)	/	112.1	99.5	100.5	93.7	98.5	112.2	110.5
O=[N+]([O-])c1ccc2c(c1)Cc1cc(O)ccc1-2	/	101.4	69.4	87.0	51.1	66.7	74.0	59.1
OCCN1CCN(c2ccc(Cl)cc2)CC1	106.9	104.8	98.7	108.3	99.3	119.0	/	106.2
O=Cc1ccc(C(Cl)(Cl)Cl)nc1	79.0	96.4	94.8	93.1	83.2	104.3	106.1	105.8
NC(N)=Nc1ccccc1 (tested in a mixture with another compound)	/	114.4	95.7	104.4	108.7	105.5	112.3	107.5
C=CCN(CC=C)N=O	89.2	104.9	108.0	102.5	89.5	121.4	107.8	104.5

More results
SMILES	HOP-92	HOP-62	A549/ATCC	LOX IMVI	CCRF-CEM	EKVX	SK-MEL-5	M14
Cc1ccc(Nc2[nH]c(=S)nc3[se]c4c(c23)CCCCC4)cc1	99.3	80.8	98.8	95.2	96.1	84.3	93.4	99.9
CC[C@H](C)[C@H](NC(=O)[C@H]1CCCCN1C)C(=O)N(C)[C@H](CCc1nc(C(=O)N[C@@H](Cc2ccccc2)C[C@H](C)C(=O)O)cs1)C(C)C	30.3	12.6	22.4	15.2	14.9	47.7	5.6*	4.3*
C=CCc1cc2c(cc1OC)OCO2	128.6	102.1	101.0	94.8	103.3	96.9	103.1	106.7
CCCCCCCCCc1ccc(OP(Oc2ccccc2)Oc2ccc(CCCCCCCCC)cc2)cc1	/	120.8	96.0	102.5	87.9	104.2	111.1	109.2
COC1=CC(=O)O[C@@H](/C=C/c2ccccc2)C1	61.6	90.9	107.1	100.6	98.9	106.3	111.4	108.9
CNC(=O)Oc1cc(Cl)c(Cl)cc1Cl	106.8	102.9	103.6	100.0	106.3	96.0	105.9	104.9
CNC(=O)O/N=C(\SC)C(=O)N(C)C	76.8	105.4	109.0	90.4	92.2	112.0	109.1	102.3
COc1cc(C(=O)N2CC[C@@H](O)[C@@H](N)C2)cc2nc(-c3cc4ccccc4n3CC3CC3)n(C)c12	60.1	88.3	91.1	63.0	79.7	86.9	/	94.3
CC1(C)N=C(N)N=C(N)N1c1ccc(CCC(=O)Nc2cccc(S(=O)(=O)F)c2)cc1	/	82.8	44.6	23.5	/	56.8	32.9	69.8
COc1cc(/C=N/Nc2nncn2N)ccc1N(CCCl)CCCl	98.5	108.5	104.3	98.4	94.3	/	101.6	99.0
C=CC(=O)NCO	116.9	/	/	111.2	105.4	/	105.4	114.2
CCc1cc2c(cc1-c1csc(C/C(N)=N/O)n1)C(C)(C)CCC2(C)C	/	112.7	77.9	94.5	71.6	/	50.0	103.0
CC(Oc1ccc(Cl)cc1Cl)C(=O)O (stereo not drawn)	/	91.8	96.3	/	/	104.6	106.1	90.8
COC(=O)[C@@H](Cc1cc2ccccc2[nH]1)NC(=O)C(=O)c1cn(Cc2cn(Cc3ccccc3)nn2)c2ccccc12	101.1	94.0	109.4	93.2	105.1	96.2	104.0	102.5
CCOP(=O)(CC#N)OCC	/	102.0	99.5	104.7	97.6	/	96.0	94.8
C=C(C)[C@@]12OC3(/C=C/C=C/CCCCC)O[C@@H]1[C@@H]1[C@@H]4O[C@]4(CO)[C@@H](O)[C@]4(O)C(=O)C(C)=C[C@H]4[C@@]1(O3)[C@H](C)[C@H]2OC(=O)c1ccccc1	35.1	22.5	32.8	50.9	45.8	67.4	/	36.3
O=C(O)CCCc1ccc(N(CCCl)CCCl)cc1	40.2&95.3	91.6&90.1	89.2	80.2&83.1	46.6&71.9	101.0&101.2	88.4&93.0	97.1&93.3
C=C(C)[C@@H]1CCC(C)=C[C@H]1c1c(O)cc(O)cc1CCCCC	102.9	92.5	78.3	95.6	93.3	108.0	97.2	89.0
CC(C)NCC(=O)c1ccc(O)c(O)c1	67.8	99.9	102.4	96.2	92.8	99.0	105.4	102.2
